Screens as filed in PubChem.
PGK inhibitor – T. brucei PGK inhibition. PGK/GAPDH coupled, Kinase-Glo luminescence, 60 min. Potency, µM (series often up to 57.5 µM), inactives show top-dose activity change, negative = inhibition, actives largely listed as inhibitors. actives 0.043% (n = 380,000); note: potency is the fitted concentration of half-maximal effect; % is set by controls: 0 for no effect and ±100 for the full control effect; nearly all actives have a fitted effect of over 60% in size
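Recombinant glycosomal PGK reaction used 1,3-bisphosphoglycerate generated in-well by GAPDH (100nM final) in 100mM TEA pH 7.6, 5mM MgCl2, 0.01% Tween-20. After 60 minutes at room temperature, ATP was read by Kinase-Glo Plus luminescence end-point.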
Pol iota inh – blocks human DNA polymerase iota activity | Pol iota fluorescent replication assay, 10 min | actives 1% (n = 390,000) | AID 588590 | Potency, µM (titrated, usually from 115 µM), for inactives: top-dose activity, negative = inhibition, hits mostly inhibitors; note: potency is the fitted concentration of half-maximal effect
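Fluorescent replication assay read twice, at 0 min and 10 min after adding 50 nM (final) substrate. Enzyme (10 nM) and compounds were first incubated 15 min at room temperature; enzyme-free buffer wells were negative controls.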
Apoferritin bind – binds horse apoferritin like a general anesthetic. actives 0.074% (n = 350,000). Potency, µM (doses to about 77.5 µM), for the others: at the top dose activity change, negative = displacement, actives largely listed as inhibitors. apoferritin/1-aminoanthracene competitive binding, fluorescence. P02791; note: potency is the fitted concentration of half-maximal effect; % is set by controls: 0 for no effect and ±100 for the full control effect; nearly all actives have a fitted effect of over 20% in size
Target sequence (P02791 2-175 limits assumed): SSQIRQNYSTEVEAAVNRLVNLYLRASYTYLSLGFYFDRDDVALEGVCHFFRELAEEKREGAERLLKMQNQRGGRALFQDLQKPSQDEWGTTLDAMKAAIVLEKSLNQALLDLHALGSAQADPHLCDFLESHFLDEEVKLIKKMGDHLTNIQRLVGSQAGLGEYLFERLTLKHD
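Steps: apoferritin (10 uM) was premixed with half-saturated 1-AMA in PBS, compounds were pin-transferred, plates stood 10 min at room temperature, fluorescence was read at 380/535 nm, and curves were fitted with a Hill equation.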
Pol eta inh – DNA polymerase eta (human) inhibition. AID 588591. actives 1.2% (n = 390,000). Q9Y253. Potency, µM (top dose mostly 114 µM), without a hit: top-dose activity change, negative = inhibition, actives largely listed as inhibitors. recombinant Pol eta, fluorescent DNA replication assay; note: potency is the fitted concentration of half-maximal effect; % is set by controls: 0 for no effect and ±100 for the full control effect
Target sequence (Q9Y253 whole entry, looked up): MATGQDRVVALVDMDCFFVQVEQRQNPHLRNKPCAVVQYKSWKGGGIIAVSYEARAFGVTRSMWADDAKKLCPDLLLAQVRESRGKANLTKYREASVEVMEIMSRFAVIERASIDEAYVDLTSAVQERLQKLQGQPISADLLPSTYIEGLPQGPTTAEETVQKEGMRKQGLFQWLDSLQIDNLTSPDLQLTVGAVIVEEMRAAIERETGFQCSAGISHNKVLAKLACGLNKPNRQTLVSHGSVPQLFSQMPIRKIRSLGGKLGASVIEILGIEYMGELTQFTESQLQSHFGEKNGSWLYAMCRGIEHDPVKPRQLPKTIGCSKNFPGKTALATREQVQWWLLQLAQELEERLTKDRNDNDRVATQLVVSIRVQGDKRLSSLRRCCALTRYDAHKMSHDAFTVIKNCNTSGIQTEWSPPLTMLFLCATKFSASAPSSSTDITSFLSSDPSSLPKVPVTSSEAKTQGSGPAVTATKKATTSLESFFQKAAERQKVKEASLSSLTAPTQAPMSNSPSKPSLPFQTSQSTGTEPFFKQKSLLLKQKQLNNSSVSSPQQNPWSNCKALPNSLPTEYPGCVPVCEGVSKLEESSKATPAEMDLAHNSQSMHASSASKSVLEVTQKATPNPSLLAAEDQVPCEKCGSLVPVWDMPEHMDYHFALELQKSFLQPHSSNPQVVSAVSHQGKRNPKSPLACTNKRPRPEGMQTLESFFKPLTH
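Pol eta (10 nM) was preincubated with compounds for 15 min at room temperature, after which fluorescent replication substrate (50 nM final) was added to start the reaction. Fluorescence was read kinetically at 0 and 10 min.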
RXFP1 antagonist – antagonists of human relaxin receptor RXFP1. Q9HBX9. HEK293-RXFP1, relaxin-stimulated cAMP HTRF, 30 min; stronger effect = lower value. activity change, negative = inhibition, % at 57.5 µM. actives 0.59% (n = 350,000);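 active = activity change of -60% or lower, but not beyond a set lower limit; inconclusive = change between -60% and -40%, or beyond the set limit; inactive = change above -40%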; note: % is set by controls: 0 for no effect and ±100 for the full control effect
Pol beta inh – DNA polymerase beta (human) inhibition; P06746; actives 1.3% (n = 340,000); Potency, µM (titrated, usually from 114 µM), for the others: at the highest dose activity change, negative = inhibition, usual class: inhibitors; Pol beta primer extension/strand displacement, fluorescence kinetic; note: potency is the fitted concentration of half-maximal effect; % is set by controls: 0 for no effect and ±100 for the full control effect
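Curves were derived by four-parameter Hill fits of normalized qHTS data. The kinetic fluorescent primer-extension read was taken at 0 and 10 min after 50 nM substrate, following a 15 min room-temperature preincubation of 10 nM enzyme with compounds.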
BLM helicase inh – blocks DNA unwinding by human BLM helicase; recombinant BLM DNA unwinding, fluorescence dequenching; Potency, µM (titrated, usually from 56.1 µM), inactives show at the highest dose activity change, negative = inhibition, hits mostly inhibitors; actives 0.2% (n = 350,000); AID 2528;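 note: potency is the fitted concentration of half-maximal effect; plate controls were vehicle for no effect and no enzyme for full effect; nearly all actives have a fitted effect of over 35% in size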
APE1 inh – APE1 (human) endonuclease inhibition; P27695; actives 0.35% (n = 350,000); Potency, µM (titrated, usually from 65.8 µM), inactives show at the top dose activity change, negative = inhibition, most hits filed as inhibitors; recombinant APE1, TAMRA/BHQ-2 abasic DNA cleavage fluorescence;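 note: potency is the fitted concentration of half-maximal effect; plate controls were vehicle for no effect and reference inhibitor for full effect; nearly all actives have a fitted effect of over 55% in size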
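Substrate: short duplex with […] THF abasic site, 5'-TAMRA and 3'-BHQ-2, 50 nM final. APE1 at 0.75 nM, preincubated 15 min RT with compound. Fluorescence increase from first to third read measured activity.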
Pol kappa inh – blocks human DNA polymerase kappa activity. Q9UBT6. purified Pol kappa, fluorescent DNA synthesis assay, 10 min. Potency, µM (doses to about 107 µM), for the others: top-dose activity, negative = inhibition, most hits filed as inhibitors. actives 0.53% (n = 400,000). AID 588579; note: potency is the fitted concentration of half-maximal effect; % is set by controls: 0 for no effect and ±100 for the full control effect
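Inhibition of 10 nM Pol kappa is measured by a fluorescent read-out at 0 and 10 min following addition of 50 nM substrate (final), with a 15-min room-temperature compound preincubation.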
Starred values were filed as active, the others as inactive; i = inactive; ? = inconclusive; . = not tested or not shown; & = joins results of further samples; [ ] = another dose, or the depositor's remark. Unless noted, calls come from the whole dose curve; as a rule, active = well fitted curve in the direction sought with a large enough effect; inconclusive = small, poorly fitted or top-dose-only effect, or another doubt; inactive = no such curve, though single readings can be large; an effect the other way counts as inactive or inconclusive. Some of the compounds tested; rates above refer to the full screens.

Under each structure – PGK inhibitor	Pol beta inh	Pol iota inh	BLM helicase inh	Apoferritin bind	Pol eta inh	APE1 inh	RXFP1 antagonist	Pol kappa inh
1	CCN1C(=O)C(CC(=O)Nc2ccccc2Cl)N(NC(=O)c2cccc(F)c2)C1=S (stereo not given)
→ -1%	0%	7%	-5%	-15%	-13%	49%[activator]	-18	-1%
2	O=C(Nc1ccccc1NC(=O)c1c(F)c(F)c(F)c(F)c1F)c1c(F)c(F)c(F)c(F)c1F
→ 0%	-3%	19%	0%	-3%	-18%	1%	-18	4%
3	O=C(O)c1ccccc1SC1CC(=O)N(c2cccc3ccccc23)C1=O (stereo not given)
→ 0%	-16%	0%	-3%	29%	3%	3%	7	-26%
4	C#CCOCCOCCOCCNc1nc(N2CCN(C(=O)[C@H]([C@@H](C)CC)n3cc([C@@H](N)Cc4ccc(O)cc4)nn3)CC2)nc(N2CCN(C(=O)[C@H](Cc3ccc(O)cc3)n3cc([C@@H](N)CC(C)C)nn3)CC2)n1
→ -2%	7%	-9%	0%	-9%	-13%	-11%	.	0%
5	Cc1cc(C)c(NC(=O)CCCCCNC2CCCCC2)c(C)c1
→ -1%	13%	19%	-2%	-10%	-18%	23%	-11	-1%
6	Cc1c(C(=O)Nc2ccccc2F)sc2nc3n(c(=O)c12)CCC3
→ -6%&-11%	18%&-25%	-2%&10%	1%&0%	-6%&-2%	-3%&0%	-1%	-5&-6	11%&-13%
7	Cc1ccc(Nc2ncnc(Cl)c2N)cc1
→ -2%	.	80%[activator]	.	.	-23%	.	4	-8%
8	O=C(NCCS(=O)(=O)N1CCN(c2ccccc2F)CC1)c1c(F)cccc1F
→ 2%	.	5%	.	.	-16%	-14%	-5	-15%
9	Cc1ccc2c(c1)c(C)c(C)n2CC(O)Cn1nnc2ccccc21 (stereo not given)
→ -8%	16%	-6%	-11%	-13%	-10%	11%	-2	-25%
10	CCOc1ncccc1C(=O)OCC(=O)Nc1ccc2c(c1)OCO2
→ i	25%	3%	-11%	-5%	1%	18%	-2	-19%
11	COc1ccc(C2=NN(S(C)(=O)=O)C(c3cn(-c4ccccc4)nc3-c3cccs3)C2)cc1 (stereo not given)
→ i	-3%	?	-6%	37%[activator]	-11%	.	-2	-11%
12	CCn1c(Cc2ccccc2)nnc1SCC(=O)Nc1nc(C)cs1
→ -5%	-13%	17%	6%	-3%	-11%	3%	5	5%
13	O=C(c1ccc2c(c1)OCCO2)N(c1ccccn1)C1CCCCC1
→ -4%	8%	19%	1%	-7%	-2%	4%	-2	-10%
14	COc1cc(C(=O)NC2CCCCCCC2)cc(OC)c1OC
→ i	.	56%[activator]	.	.	-21%	.	-2	5%
15	O=C(Cc1ccccc1)NCC(=O)OCC(=O)c1ccc(Cl)cc1
→ -8%	80%	45%[activator]	1%	-14%	-18%	-2%	-1	-3%

Record cards, as listed above. Values in the order: PGK inhibitor	Pol beta inh	Pol iota inh	BLM helicase inh	Apoferritin bind	Pol eta inh	APE1 inh	RXFP1 antagonist	Pol kappa inh
CCOc1ncccc1C(=O)OCC(=O)Nc1ccc2c(c1)OCO2 is entered as i	25%	3%	-11%	-5%	1%	18%	-2	-19%
Cc1cc(C)c(NC(=O)CCCCCNC2CCCCC2)c(C)c1 is entered as -1%	13%	19%	-2%	-10%	-18%	23%	-11	-1%

New compounds follow.
Under each structure – PGK inhibitor	Pol beta inh	Pol iota inh	BLM helicase inh	Apoferritin bind	Pol eta inh	APE1 inh	RXFP1 antagonist	Pol kappa inh
16	Cc1nc(NC(=O)c2ccccc2)sc1-c1csc(Nc2cccc(Cl)c2)n1
→ .	24%	.	-2%	-11%	.	4%	.	.
17	CC(C)OCCCNC(=O)CCCn1c(SCC(N)=O)nc2c(sc3ccccc32)c1=O
→ -8%	18%	32%	2%	-4%	20%	.	1	10%
18	CCOc1cc(C)nc(Oc2ccc(=O)[nH]n2)n1
→ -6%	2%	28%	2%	26%	-7%	0%	9	3%
19	CCOC(=O)c1sc(NC(=O)CSc2nnc(-c3ccco3)n2CC)c(C(=O)OCC)c1C
→ -7%	?	?	-17%	-16%	-21%	-2%	-14	-2%
20	CCC(=O)Nc1nc(C)c(C(=O)Nc2cccc(Cl)c2)s1
→ -2%	?	11%	-4%	-15%	-7%	46%[activator]	3	13%
21	O=C1OC(c2ccccc2)Sc2ccccc21 (stereo not given)
→ -8%	.	23%	.	.	-11%	.	0	2%
22	Cc1ccc([N+](=O)[O-])cc1S(=O)(=O)N1CCn2cccc2C1c1ccccc1 (stereo not given)
→ -8%	-28%	33%[activator]	-3%	-9%	-21%	.	0	2%[60.1 µM]
23	CS(=O)(=O)c1ncc(Cl)c(C(=O)Nc2ccc3ccccc3c2)n1
→ -7%	5%	?	-5%	-9%	-17%	-2%	-93*	1%
24	CC(=O)NC1CCCN(O)C(=O)/C=C(\C)CCOC(=O)C(NC(C)=O)CCCN(O)C(=O)/C=C(\C)CCOC(=O)C(NC(C)=O)CCCN(O)C(=O)/C=C(\C)CCOC1=O (stereo not given)
→ -2%	36%	33%	-1%	-7%	-4%	-2%	.	-1%
25	Cc1ccc(-c2nnc(CN3CCN(C)CC3)o2)cc1
→ i	19%	18%	0%	-8%	-13%	23%	-2	2%
26	O=C(NC1CCCCC1)C(c1ccc(F)cc1)N(CCN1CCOCC1)C(=O)c1ccc(-c2ccccc2)[nH]1 (stereo not given)
→ i	-5%	59%[activator]	0%	-16%	-10%	10%	-9	1%
27	N#C/C(=N\Nc1ccccc1)C(=N)N1CCCCC1
→ -6%	-2%	15%	-3%	?	-4%	3%	-6	-17%
28	CCN(C(=O)Cn1c(=O)n(Cc2ccccc2)c(=O)c2ccccc21)c1cccc(C)c1
→ 7%	-2%	-2%	-7%	-20%	-5%	-8%	3	-6%
29	COc1ccc(-c2noc(C3CCCN(S(=O)(=O)c4cccc(Cl)c4C)C3)n2)cc1OC (stereo not given)
→ 7%	-2%	8%	-9%	-10%	-10%	1%	-4	-10%
30	Cc1cc(=O)[nH]c(SCC(=O)Nc2ccc(N3CCCCC3)cc2)n1
→ -5%	.	-13%	.	.	-2%	10%	1	-6%
31	CCCCC(=O)NC(=S)Nc1cc(C(=O)O)ccc1Cl
→ -2%	3%	-9%	2%	-6%	-15%	2%	7	0%
32	CCOC(=O)C1=C(C)N(CCCC(=O)O)C(=O)NC1C(CC)CC (stereo not given)
→ 7%	.	-21%	.	.	-12%	.	.	-7%
33	Cc1ccc(CC(=O)N(Cc2ccccc2)c2ccccn2)cc1
→ .	4%	8%	0%	-11%	-7%	-4%	-3	-8%
34	Cc1ccc2c(c1)c(=O)c1c3n2CCN(C(=O)CCl)C3CC1 (stereo not given)
→ -10%	16µM*	?	?	81%[activator]	6.3µM*	?	-3	-41%
35	CCN1CCN(CCCNC(=O)c2ccc(/C=C3/Sc4ccccc4N(Cc4ccccc4F)C3=O)cc2)CC1
→ -4%	?	-1%	40%[activator]	?	-11%	1%	-21	1%
36	CCOC(=O)c1ccc(NC(=O)c2cc3ccccc3o2)cc1
→ -8%	56%	9%	-4%	?	-16%	1%	-10	-3%
37	O=C(CN1N=C(c2ccccc2)CCC1=O)NCc1cccs1
→ 5%	17%	118%[activator]	2%	?	4%	2%	-3	-8%
38	Cc1cc(C)nc(SCc2nnc(SCC(=O)Nc3nc(-c4ccccc4)cs3)n2C)n1
→ 4%	-4%	7%	5%	-11%	-13%	-2%	0	-7%
39	CC1(C)Cc2c(sc3nc(=S)[nH]c(N)c23)CO1
→ .	-9%	.	-10%	-4%	.	8%	.	.
40	CC(C)(C)OC(=O)C[C@@H]1C/C=C\C[C@@H](CC(=O)N(CCO)Cc2ccccc2)C(=O)N[C@H](C(C)(C)C)COC1=O
→ -22%	.	28%	.	.	-19%	12µM*	.	-3%
41	CCCCCCCC(=O)NNC(=O)c1ccc(F)cc1
→ -3%	16%	12%	1%	-20%	-6%	6%	3	-22%
42	N#CCc1ccccc1C(=O)OCC(=O)N(Cc1ccccc1)Cc1ccccc1
→ -2%	.	27%	.	.	-8%	-9%	-6	1%
43	CC12CCC(C(=O)NCc3ccc(F)cc3)(OC1=O)C2(C)C (stereo not given)
→ 5%	0%	144%[activator]	-4%	-18%	-17%	3%	0	-5%
44	COc1ccc(CN2C(=O)C(C)Nc3ncnc(N4CCN(c5ccccn5)CC4)c32)cc1 (stereo not given)
→ -6%	.	-17%	.	.	-6%	7%	.	-18%
45	COc1ccc(-c2nnc(SCC(=O)Nc3ccccc3OC)o2)cc1
→ -5%	9%	-29%	3%	0%	-18%	-4%	-10	-1%
46	Cn1cc(S(=O)(=O)c2ccccc2)n(C)c1=O
→ 3%	-9%	144%[activator]	-2%	-3%	-12%	5%	-4	-1%
47	CN1CCN(C(=O)c2ccccc2NS(=O)(=O)c2ccc(F)cc2)CC1
→ -6%	.	-15%	.	.	3%	8%	8	-4%
48	CC1=C(C(N)=O)C(c2sccc2C)n2nnnc2N1 (stereo not given)
→ -5%	2%	-9%	-1%	3%	-18%	2%	6	-13%
49	CCN(CC)c1ccc(/C=N\N2CCN(Cc3ccc(C)cc3)CC2)cc1
→ i	10%	65%[activator]	-10%	1%	-24%	1%	-34	-1%
50	CC1(C)CCCN(C(=O)N2c3ccccc3Sc3ccccc32)C1
→ -6%	31%	23%	-8%	28%	-17%	-3%	-8	-7%
51	CC(C)CNC(=O)C1CCN(c2ccc(S(=O)(=O)N3CCOCC3)cc2)CC1
→ 7%	13%	15%	-1%	-7%	0%	11%	6	-2%
52	COc1cc2c(cc1OC)C(COc1ccccc1OC)N(C(=O)C(C)C)CC2 (stereo not given)
→ 2%	0%	95%[activator]	-2%	-10%	-12%	3%	-12	-1%
53	COc1ccc([N+](=O)[O-])cc1NCc1cccnc1
→ 9%	7%	79%[activator]	-8%	-15%	-13%	1%	?	2%
54	CC(=O)N1CCN(c2ccc(NC(=O)c3ccc4c(c3)OCO4)cc2)CC1
→ 0%	-1%	8%	2%	-20%	-14%	-3%	10	10%
55	CC(C)[C@H](NS(=O)(=O)c1ccc(Cl)cc1)C(=O)OCC(=O)NCCN1C(=O)CSC1=O
→ 7%	3%	14%	0%	-2%	-8%	2%	-10	-6%
